SUMO HTRF inh – SUMOylation inhibition; actives 0.36% (n = 290,000); HTRF SUMOylation assay, SAE1/SAE2 + UBC9, in vitro; P63279; inhibition, % at 35 µM; in the data active = inhibition above about 50%, passing the limit was not always enough; also: strong numbers were not always called active
Target sequence (P63279 whole entry, looked up): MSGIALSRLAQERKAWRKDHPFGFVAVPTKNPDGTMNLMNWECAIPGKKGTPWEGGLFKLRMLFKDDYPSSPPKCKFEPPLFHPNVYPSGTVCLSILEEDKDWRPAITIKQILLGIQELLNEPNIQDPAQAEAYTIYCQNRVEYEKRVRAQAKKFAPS
MEKK2wt PB1 HTS – raises or lowers MEK5 binding to wildtype human MEKK2 PB1 domain; Q9Y2U5; bead flow cytometry, Alexa488-MEK5 binding to MEKK2 WT; actives lie on both sides; actives 1.1% (n = 290,000); AID 1531; binding response (% of control), % at 10 µM; in the data active = binding response below about 67% or above about 130%
NALP1 yeast inh – inhibitors of NALP1 inflammasome in yeast; S. cerevisiae NALP1/ASC/caspase-1 growth, X-gal OD620, 72 h; inhibition, % at 10 µM; actives 0.61% (n = 280,000); in the data active = inhibition mostly above about 24%, no sharp cut-off; inactive = mostly below about 32%; also: some compounds called inactive have numbers as strong as hits
DNA FID counter – fluorescent intercalator displacement, NS3 helicase counter-screen | DNA fluorescent intercalator displacement, fluorescence | inhibition, % at 7.9 µM | actives 0.17% (n = 290,000) | AID 1845; in the data active = inhibition above about 37%;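 also: 0% = vehicle and 100% = reference compound; higher means more ethidium bromide displaced from hairpin DNA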
HCV NS3 hel inh – HCV NS3 helicase inhibition; NS3 helicase DNA unwinding, Cy5 molecular beacon fluorescence; inhibition, % at 10.9 µM; actives 0.56% (n = 290,000); AID 1800;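 active = inhibition above the mean of all tested compounds plus 3 SD, set per campaign, cut at about 35% in these data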;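 also: 0% = DMSO wells and 100% = thioflavine S control wells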
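Control set: DMSO versus 110 µM thioflavine S; Material: NS3 helicase fragment of HCV; Measured by: Cy5 fluorescence at 0 and 60 min, beacon hairpin quenching; Read-out basis: percent inhibition from t60/t0 fluorescence ratio; Times: reaction time 60 min, 25 °C; Repeats: single replicate; Compound dosing: single dose, 10.9 µM nominal final, DMSO 0.8% final.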
VIM-2 inhibitor – blocks Pseudomonas aeruginosa VIM-2 metallo-beta-lactamase; purified VIM-2, nitrocefin hydrolysis, epi-absorbance fluorescence; inhibition, % at 5.6 µM; actives 0.89% (n = 290,000); AID 1527;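 active = inhibition above the mean of all tested compounds plus 3 SD, cutoff set per screening run, cut at about 7.5% in these data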;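 also: red hydrolysis product quenches plate fluorescence so inhibitors raise well fluorescence; 0% = enzyme with DMSO and 100% = DMSO without enzyme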
IMP-1 inh – blocks Pseudomonas aeruginosa IMP-1 metallo-beta-lactamase. purified IMP-1, nitrocefin hydrolysis, epi-absorbance fluorescence. inhibition, % at 5.6 µM. actives 0.45% (n = 290,000). AID 1556;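 active = inhibition above the mean plus 3 SD of all compounds in the same screening run, cut at about 4.5% in these data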;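 also: 0% = IMP-1 with DMSO and 100% = DMSO wells lacking enzyme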
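System: purified IMP-1; amount: IMP-1 0.2 nM before substrate addition; compound: single dose, 5.6 µM; times: 25 °C, 15 min preincubation, 25 min reaction; signal: Epi-absorbance via hydrolysed-nitrocefin quenching of white-plate fluorescence, 480/530 nm, EDTA stop; benchmarks: DMSO with and without IMP-1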
MEKK2 mut-MEK5 – signal of MEK5 binding to mutant human MEKK2 PB1 domain; bead flow cytometry, Alexa488-MEK5 binding to MEKK2 mutant; actives 0.35% (n = 290,000); AID 1530; percent response, % at 10 µM; in the data active = percent response above about 24%, passing the limit was not always enough; also: inactives centre near 1; some results filed as inactive read as strong as hits
PfM18AAP inh – PfM18AAP enzyme inhibition; AID 1822; recombinant PfM18AAP, H-Glu-NHMec fluorogenic cleavage; inhibition, % at 7.35 µM; actives 1.2% (n = 290,000);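 active = inhibition above the campaign mean inhibition over all tested compounds plus 3 SD, cut at about 28% in these data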;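 also: 0% = plate median of test compound wells and 100% = 2 mM ZnCl2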
Starred values were filed as active, the others as inactive; i = inactive; . = no result given.

SMILES	SUMO HTRF inh	MEKK2wt PB1 HTS	NALP1 yeast inh	DNA FID counter	HCV NS3 hel inh	VIM-2 inhibitor	IMP-1 inh	MEKK2 mut-MEK5	PfM18AAP inh
CCOc1ccccc1NC(=O)COc1cccc(-n2cnnn2)c1	.	101	.	-15	1	-0.2	-1.0	-2	-1
CC(=O)N(CN1C(=O)c2ccc([N+](=O)[O-])cc2C1=O)c1cccc(C(=O)O)c1	12	95	23	3	4	-5.6	-4.7	-2	4
Clc1ccc(Oc2nc3c(Cl)cccc3s2)cc1Cl	25	74	.	-2	-3	-1.8	-2.8	-31	-5
Cc1nc2ccc(NC(=O)c3cccc(S(=O)(=O)N4CC(C)OC(C)C4)c3)cc2s1 (stereo not drawn)	16	89	-3	-14	-2	-0.9	-4.9	-8	5
CN(C)C(CNc1ncnc2ccccc12)c1c(F)cccc1Cl (stereo not drawn)	2	99	7	-2	-8	-1.5	-3.5	0	4
CC(=O)c1cccc(NC(=O)CSc2nnnn2C2CCCC2)c1	4	99	31	-15	1	-2.8	-0.7	-3	3
O=C(NCCc1ccccc1)C1CCN(S(=O)(=O)c2ccccc2)CC1	-1	116	17	-21	-5	-3.1	-4.5	6	2
COCCCn1c(=O)c2ccccc2c2ccccc2c1=O	17	108	-14	-2	-3	-4.0	-3.5	3	8
CCNc1nc(SC(C(C)=O)C(C)=O)nc(N(C)C)n1	4	104	-12	-4	1	-1.4	-0.5	2	4
c1ccc(-c2nc(NCc3cccs3)c3ccccc3n2)cc1	-15	104	13	8	-33	-3.7	-2.8	2	2
C=C(Br)CN1CCN(CC(=C)Br)CC1	12	106	4	1	2	-3.1	-2.8	10	1
COc1ccc(CCN2CCC(Nc3nc4ccccc4n3Cc3ccc(F)cc3)CC2)cc1	6	150*	23	23	-77	-1.3	-1.1	38*	0
Cc1ccc(NC(=O)NCc2ccncc2)cc1Cl	4	101	3	-1	-2	-3.2	-2.0	-2	-1
CCOC(=O)C1CCCN(Cc2cc(OC)c(O)c(OC)c2)C1 (stereo not drawn)	4	104	-28	4	4	-0.8	-3.2	0	3
CCCCn1c(SCc2ccc(C(=O)OC)o2)nc2cc(S(N)(=O)=O)ccc21	14	104	12	-28	-4	-1.2	-1.2	1	-5
CCOC(=O)N1CCN(C(=O)c2ccc3nc4ccc(Cl)cc4c(=O)n3c2)CC1	24	87	39	-6	2	0.4	-2.5	-1	0
NC(=O)NC(=O)COC(=O)CCCCCNS(=O)(=O)c1ccc2c(c1)OCCO2	-3	98	-3	-6	-6	-2.0	-3.1	-2	-3
CCOC(=O)c1c(-c2ccc(C)o2)csc1NC(=O)CN1CCOCC1	10	108	-24	-34	-6	-5.8	-4.5	6	-42
COc1ccc(CCNC(=O)c2cc(-c3cc(Cl)cc(Cl)c3)oc2C)cc1	-3	105	9	6	2	2.7	0.3	3	-2
O=C(Nc1ccc(O)c2c(=O)cc(-c3cccc(Cl)c3)oc12)c1cccc(Cl)c1	-13	95	0	.	.	.	.	4	.
CNC(=O)c1c(NC(=O)c2ccc(S(=O)(=O)N3CCCC3)cc2)sc2c1CCN(C(C)C)C2	-13	99	-1	-16	-3	1.1	-1.9	7	32*
O=C(OCc1ccccc1C(F)(F)F)c1cc([N+](=O)[O-])ccc1N1CCOCC1	11	103	13	-11	-9	-3.0	-3.5	5	1
CC(CCc1ccccc1)NC(=O)N1CCOCC1 (stereo not drawn)	-1	96	26	-5	9	-0.6	-1.4	-2	0
CCOC(=O)CNC(=O)CNC(=O)c1ccc(OC)cc1	20	105	2	-3	-9	-4.0	-3.9	16	4
COCCNC(=O)c1csc2c1CCCC2	27	102	26	2	-3	-0.7	-2.0	3	-4
CCOC(=O)Cn1ncc2c(=O)oc3ccccc3c21	0	104	38	1	1	-1.9	-3.5	4	-4
CCc1ccc(C(C(=O)NC2CCCCC2)N(C(=O)c2ccccn2)c2cccnc2)cc1 (stereo not drawn)	12	86	2	-4	3	-1.4	-2.2	-14	-4
OCCNCCCCOc1ccc(OCc2ccccc2)cc1	18	109	28	20	-29	-0.8	-2.6	0	-17
Cc1ccc(S(=O)(=O)NC(=O)c2ccccc2F)cc1	2	112	8	2	6	-4.0	-1.9	10	6
C/C(=C\C(=O)O)C12CC3CC(CC(C3)C1)C2	20	109	15	-3	4	-3.2	-2.6	6	0

Whole records as entered above:
`Cc1ccc(S(=O)(=O)NC(=O)c2ccccc2F)cc1` across the screens: SUMO HTRF inh = 2; MEKK2wt PB1 HTS = 112; NALP1 yeast inh = 8; DNA FID counter = 2; HCV NS3 hel inh = 6; VIM-2 inhibitor = -4.0; IMP-1 inh = -1.9; MEKK2 mut-MEK5 = 10; PfM18AAP inh = 6
`CCOC(=O)Cn1ncc2c(=O)oc3ccccc3c21` across the screens: SUMO HTRF inh = 0; MEKK2wt PB1 HTS = 104; NALP1 yeast inh = 38; DNA FID counter = 1; HCV NS3 hel inh = 1; VIM-2 inhibitor = -1.9; IMP-1 inh = -3.5; MEKK2 mut-MEK5 = 4; PfM18AAP inh = -4

Following part:
SMILES	SUMO HTRF inh	MEKK2wt PB1 HTS	NALP1 yeast inh	DNA FID counter	HCV NS3 hel inh	VIM-2 inhibitor	IMP-1 inh	MEKK2 mut-MEK5	PfM18AAP inh
Cc1noc(/C=C/N(C)C)c1S(=O)(=O)N1CCC(C(=O)Nc2ccc(Cl)cc2)CC1	-6	96	-3	-11	17	-1.2	-3.0	2	-2
COc1ccc(-n2c(Cc3cccn3C)nnc2SCC(=O)NCCc2ccccc2)cc1	27	115	16	-45	9	-2.7	-4.3	8	-1
COC(=O)c1cc(=O)n(Cc2ccc(F)cc2)c(=NCc2ccc(F)cc2)s1	11	104	4	-2	5	-2.3	-3.2	1	3
COc1ccccc1NC(=O)c1c(C)cc(=O)oc1C	15	105	2	-2	6	-2.7	-4.5	4	5
c1ccc(-c2noc(-c3ccco3)n2)nc1	14	90	2	0	-4	-4.6	-0.2	-10	8
CC(C)CCN1CCN(Cc2cc(F)ccc2-n2cccn2)CC1CCO (stereo not drawn)	-6	.	-83	2	6	-4.2	-1.2	.	-13
C=CCn1c(SCC(=O)Nc2sccc2C(N)=O)nc2sc(CC)cc2c1=O	9	98	15	-12	-11	-4.5	-1.8	6	7
CCc1ccc2[nH]c(=O)c(CN(CCN(CC)CC)C(=O)Nc3ccccc3OC)cc2c1	-8	90	-4	13	-6	-1.9	-3.2	-8	-1
CN(/N=C/c1ccncc1)c1cnc2ccccc2n1	13	88	17	-21	1	0.7	-3.0	-2	-5
CC(C)NC(=O)C(=O)N/N=C/c1ccco1	0	96	30	-5	-4	-1.8	-2.6	1	-10
O=C(CN(c1cccc(Cl)c1)S(=O)(=O)c1ccccc1)NN=C1CCCC1	11	94	1	-7	-13	-2.2	-2.2	-5	3
COc1ccc(C(=O)NC(=S)N2CCN(c3ccccc3OC)CC2)cc1	0	97	-12	-37	-7	-2.2	-1.0	-5	-2
Cc1ccc(C(=O)NNC(=O)c2ccc3ncccc3c2)cc1	-2	90	-15	-5	-4	2.3	-0.8	-7	-13
CC(=O)NCCNc1nc2c(-c3cccc(C)c3)nnn2c2ccccc12	17	103	15	-10	7	3.2	-1.1	-6	4
CCOCCCN(C(=O)Cn1nnc(-c2ccc(OC)c(OC)c2)n1)C(C(=O)NCC1CCCO1)c1ccc(F)cc1 (stereo not drawn)	12	98	-2	-44	-1	-1.2	-1.9	0	5
O=C(CSc1nc2[nH]ncc2c(=O)[nH]1)NCc1ccc(F)cc1	-19	98	31	0	3	0.2	-2.6	-2	5
Cn1cc(C(=O)N2CCCCC2)c(=O)c2cc(S(=O)(=O)N3CCCC3)ccc21	.	100	9	-13	6	-0.1	-1.1	-1	-3
CC(C)n1nnnc1SCC(=O)NCc1ccco1	.	95	.	-8	4	-3.9	-3.6	1	6
CCN(C(=O)CSc1nc2ccccc2c(=O)n1CCOC)C1CCS(=O)(=O)C1 (stereo not drawn)	1	.	-1	-2	8	-0.2	1.0	.	1
C/C(=N\NS(=O)(=O)c1ccc(C)c([N+](=O)[O-])c1)c1cccs1	7	100	-2	2	-9	-4.1	-2.8	1	-5
O=c1cc(CSc2ccc(Cl)cc2)[nH]c2[nH]n(-c3ccccc3)c(=O)c12	27	105	i	-16	40*	-2.9	-2.1	-2	-15
CCCCCCCCCc1nc(N)n[nH]1	-26	.	9	0	0	-1.1	-2.9	.	0
C[C@H](NC(=O)N1CCn2c1nc1ccccc12)C(=O)NCCc1ccccc1	15	100	2	-33	-4	-3.8	-2.7	0	2
CCn1c(SCc2nc3ccccc3c(=O)[nH]2)nc2ccccc2c1=O	-7	96	2	-8	4	-3.3	-3.0	-1	-2
O=C(c1ccc(F)cc1)N1CCCCC(Sc2nnc3ccccn23)C1=O (stereo not drawn)	-7	.	.	-3	0	0.7	-0.5	.	1
O=C(Nc1ccc2nc3n(c(=O)c2c1)CCCCC3)C(=O)N1CCN(c2ccc(F)cc2)CC1	-6	107	15	-12	-3	-1.6	-2.4	3	-1
CC(=O)c1ccc(N2CCN(C(=O)c3noc4c3CSc3ccccc3-4)CC2)cc1	3	95	6	-24	6	0.8	1.8	-6	8
O=C(O)c1cc2c(cn1)[nH]c1ccccc12	8	101	28	-17	29	-0.3	-0.2	-4	1
Cc1cccc(-n2ccc(=O)c(C(=O)Nc3ccc(S(=O)(=O)Nc4nccc(C)n4)cc3)n2)c1	-7	104	15	-47	7	-2.7	-2.1	2	-3
Cc1cccc(NC(=O)Cn2nnc3ccccc32)c1	4	81	6	2	-3	1.1	0.4	-11	-2
COc1ccc(CC(=O)N2CCNC2=O)cc1	16	96	-20	-5	3	-1.0	-1.8	-1	6
Cc1nn(C)c(C)c1S(=O)(=O)N1CCCC(C(=O)NC2CCCCC2)C1 (stereo not drawn)	7	94	-8	-6	6	-2.1	-2.6	-6	0
CC1(C)Cc2c(sc3nc(-c4ccccc4Cl)n(N)c(=O)c23)CO1	2	98	38	-14	-4	-3.7	-2.6	-6	1
O=C(COc1ccc2c(c1)OCO2)Nc1ccc(Cl)cn1	1	101	12	-14	6	-3.7	-3.9	7	-2
Cc1nnc(SCC(=O)Nc2nccs2)n1C(C)C	1	95	17	-4	-1	-1.2	-3.0	-7	2
Cc1cc(SCC#N)n2nc(C)c(-c3ccccc3)c2n1	-6	111	30	0	4	4.4	-3.0	9	21
CCc1nn(C(C)C(=O)N2CCN(c3ccc(OC)cc3)CC2)c(=O)c2cc3occc3n12 (stereo not drawn)	14	102	7	-46	2	0.5	-2.1	3	-3
COc1cc2ccccc2cc1C(=O)Nc1ccc(C)cc1	-7	100	15	-15	0	-1.0	-1.8	2	2
O=S1(=O)C=C(SCCN2CCCCC2)c2ccccc21	-5	100	-4	6	-1	-0.5	-1.9	-3	-8
COc1cc(CN2CCNC(=O)C2CC(=O)N(C)CCN2CCOCC2)cc(OC)c1 (stereo not drawn)	-6	100	1	-5	-7	-2.0	-2.5	-2	9
Cc1ccc(SCC(=O)NCCCN2CCOCC2)cc1	14	101	9	-1	-3	-1.5	-0.4	0	-13

Source: PubChem (several laboratories)
